BLM helicase inh – qHTS Assay for Inhibitors of Bloom's syndrome helicase (BLM); Potency, µM (series often up to 56.1 µM), for inactives: top-dose activity change, negative = inhibition, hits mostly inhibitors; AID 2528, 2010; recombinant BLM DNA unwinding, fluorescence dequenching; 350,000 compounds, 0.2% hits;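 also: potency is read from the fitted curve at half-maximal effect; plate controls were vehicle for no effect and no enzyme for full effect; nearly all actives have a fitted effect of over 35% in size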
POLK inh – qHTS for Inhibitors of Polymerase Kappa; purified Pol kappa, fluorescent DNA synthesis assay, 10 min; Potency, µM (top dose mostly 107 µM), for inactives: at the top dose activity, negative = inhibition, hits mostly inhibitors; 400,000 compounds, 0.53% hits; also: potency is read from the fitted curve at half-maximal effect; % is scaled to controls: 0 for no effect and ±100 for the full control effect
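Fluorescent qHTS in 1536-well format: enzyme (10 nM) and compound sat 15 min at room temperature before 50 nM substrate (final) was added. Signal taken at 0 and 10 min; no-enzyme buffer wells were negative controls.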
POLI inh – qHTS for Inhibitors of Polymerase Iota; DNA polymerase iota (Homo sapiens), Q9UNA4; Pol iota fluorescent replication assay, 10 min; Potency, µM (doses to about 115 µM), without a hit: at the top dose activity, negative = inhibition, usual class: inhibitors; 390,000 compounds, 1% hits; AID 588590, 2011; also: potency is read from the fitted curve at half-maximal effect
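Fluorescent replication assay read twice, at 0 min and 10 min after adding 50 nM (final) substrate. Enzyme (10 nM) and compounds were first incubated 15 min at room temperature; enzyme-free buffer wells were negative controls.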
LDHA block – qHTS assay for inhibitors of human lactate dehydrogenase | 480,000 compounds, 0.15% hits | activity change, % (values are at about 110 or 230 µM) | L-lactate dehydrogenase A chain (Homo sapiens), P00338 | purified LDHA, NADH/diaphorase-resazurin fluorescence; hits give low values | AID 1347041, 2019; in the data active = activity change below about -30%; inconclusive = mostly about -25% to -30%;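 also: plate controls were DMSO wells for no effect and wells without enzyme for full effect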
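Human LDH5 (2 nM) was incubated with 0.06 mM NADH and 0.2 mM pyruvate for 5 min at room temperature in Tris pH 7.4. Remaining NADH was coupled through diaphorase/resazurin, and resorufin fluorescence was read at 0 and 20 min.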
Glioma ERSR ind – qHTS for Inducers of the Endoplasmic Reticulum Stress Response (ERSR) in Human Glioma: qHTS; Potency, µM, without a hit: at the highest dose activation, usual class: activators; AID 602332, 2012; U87-MG GRP78 promoter luciferase reporter, 16 h; 420,000 compounds, 0.02% hits; also: potency is read from the fitted curve at half-maximal effect; series mostly up to about 76 µM; % of control where 0% means no effect; nearly all actives have a fitted effect of over 35% in size
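Stably transfected U87-MG glioma cells carrying a GRP78-based luciferase sensor; 16 h compound incubation. Luminescence end-point read 10 min after Bright-Glo addition at room temperature.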
POLH inh – qHTS for Inhibitors of Polymerase Eta; recombinant Pol eta, fluorescent DNA replication assay; Potency, µM (top dose mostly 114 µM), for inactives: at the highest dose activity change, negative = inhibition, hits mostly inhibitors; 390,000 compounds, 1.2% hits; AID 588591, 2011; also: potency is read from the fitted curve at half-maximal effect; % is scaled to controls: 0 for no effect and ±100 for the full control effect
Target sequence (Q9Y253 whole entry, looked up): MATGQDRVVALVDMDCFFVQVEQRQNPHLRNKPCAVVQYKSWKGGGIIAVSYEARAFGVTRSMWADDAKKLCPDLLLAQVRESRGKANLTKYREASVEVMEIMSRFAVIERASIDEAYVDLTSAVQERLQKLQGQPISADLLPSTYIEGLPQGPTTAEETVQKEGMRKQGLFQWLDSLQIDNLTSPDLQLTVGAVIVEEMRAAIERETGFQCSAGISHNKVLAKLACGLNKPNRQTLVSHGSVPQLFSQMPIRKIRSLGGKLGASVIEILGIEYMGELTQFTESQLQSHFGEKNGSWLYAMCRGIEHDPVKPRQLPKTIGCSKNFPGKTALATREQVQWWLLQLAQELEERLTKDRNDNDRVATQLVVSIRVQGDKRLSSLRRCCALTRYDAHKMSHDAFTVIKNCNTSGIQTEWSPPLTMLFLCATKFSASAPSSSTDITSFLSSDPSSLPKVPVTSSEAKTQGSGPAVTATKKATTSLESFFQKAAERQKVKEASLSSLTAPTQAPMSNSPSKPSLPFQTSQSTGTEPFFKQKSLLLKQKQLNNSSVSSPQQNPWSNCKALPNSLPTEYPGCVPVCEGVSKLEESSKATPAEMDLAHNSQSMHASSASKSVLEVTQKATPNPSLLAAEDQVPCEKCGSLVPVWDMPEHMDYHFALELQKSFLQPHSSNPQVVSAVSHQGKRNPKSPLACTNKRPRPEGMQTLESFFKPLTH
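Pol eta at 10 nM preincubated with compounds 15 min at room temperature; reaction started with fluorescent substrate (50 nM final) and read kinetically at 0 and 10 min.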
Anesthetic bind – qHTS Assay for Identification of Novel General Anesthetics. apoferritin/1-aminoanthracene competitive binding, fluorescence. Ferritin light chain (Equus caballus), P02791. 350,000 compounds, 0.074% hits. Potency, µM (highest dose often 77.5 µM), without a hit: at the highest dose activity change, negative = displacement, hits mostly inhibitors; also: potency is read from the fitted curve at half-maximal effect; % is scaled to controls: 0 for no effect and ±100 for the full control effect; nearly all actives have a fitted effect of over 20% in size
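10 uM apoferritin + 50% sat. 1-AMA, PBS; cpd 10 min RT; Ex380/Em535 endpoint; normalized to free probe vs complex; 4-param Hill fit; propofol titration as pos. ctrl.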
POLB inh – qHTS Assay for Inhibitors of DNA Polymerase Beta. 340,000 compounds, 1.3% hits. AID 485314, 2010. Potency, µM (titrated, usually from 114 µM), inactives show at the top dose activity change, negative = inhibition, usual class: inhibitors. Pol beta primer extension/strand displacement, fluorescence kinetic; also: potency is read from the fitted curve at half-maximal effect; % is scaled to controls: 0 for no effect and ±100 for the full control effect
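Reaction started by 50 nM substrate onto compound-treated Pol beta (10 nM, 15 min preincubation, room temperature); plates read at 0 min and 10 min. Normalized concentration-effect data fitted by four-parameter Hill equation.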
APEX1 inh – qHTS Assay for Inhibitors of the Human Apurinic/apyrimidinic Endonuclease 1 (APE1). DNA repair nuclease/redox regulator APEX1 (Homo sapiens), P27695. recombinant APE1, TAMRA/BHQ-2 abasic DNA cleavage fluorescence. Potency, µM (series often up to 65.8 µM), for the others: at the top dose activity change, negative = inhibition, hits mostly inhibitors. 350,000 compounds, 0.35% hits. AID 2517, 2012;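 also: potency is read from the fitted curve at half-maximal effect; plate controls were vehicle for no effect and reference inhibitor for full effect; nearly all actives have a fitted effect of over 55% in size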
Target sequence (P27695 whole entry, looked up): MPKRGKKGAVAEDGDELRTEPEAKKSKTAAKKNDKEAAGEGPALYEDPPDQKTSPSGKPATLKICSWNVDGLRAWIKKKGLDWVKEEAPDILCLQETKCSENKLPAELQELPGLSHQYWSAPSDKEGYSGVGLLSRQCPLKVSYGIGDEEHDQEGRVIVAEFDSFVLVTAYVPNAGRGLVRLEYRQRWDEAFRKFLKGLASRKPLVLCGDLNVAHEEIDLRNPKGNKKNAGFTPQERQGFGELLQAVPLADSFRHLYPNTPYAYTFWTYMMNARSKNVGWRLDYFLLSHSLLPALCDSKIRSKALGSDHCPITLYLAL
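Substrate: short duplex with […] THF abasic site, 5'-TAMRA and 3'-BHQ-2, 50 nM final. APE1 at 0.75 nM, preincubated 15 min RT with compound. Fluorescence increase from first to third read measured activity.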
Active calls of the source: *; ? = inconclusive; . = no result given; [ ] = dose if it differs, or a comment. Unless noted, calls follow the shape of the dose curve; as a rule, active = well fitted curve in the direction sought with a large enough effect; inconclusive = small, poorly fitted or top-dose-only effect, or another doubt; inactive = no such curve, though single readings can be large; an effect the other way counts as inactive or inconclusive. Some of the compounds tested; count on the stated rates, not on these rows.

Values in the order – BLM helicase inh | POLK inh | POLI inh | LDHA block | Glioma ERSR ind | POLH inh | Anesthetic bind | POLB inh | APEX1 inh
O=C(NCc1cccs1)c1cc(S(=O)(=O)N2CCOCC2)ccc1N1CCCC1
 : . | -9% | 67%[activator] | -8 | -3% | -20% | . | . | -12%
CC(=O)N1CCc2c(sc(NC(=O)CS(=O)(=O)c3ccc(F)cc3)c2C#N)C1
 : . | -13% | 14% | -1 | -1% | 6% | . | . | 10%
COc1ccc(Br)cc1/C=N/NC(=O)c1ccc(COc2ccc3c(c2)CCC3)o1
 : -3% | -3% | 21% | -2 | -2% | -20% | -15% | 6% | 11%
COCCCn1c(SCC(=O)NC2CCS(=O)(=O)C2)nnc1-c1ccc(Cl)cc1 (configuration not stated)
 : . | -13% | 14% | -2 | -5% | -17% | . | . | 48%
CCC(C)C(=O)OC1CCC=C2C=CC(C)C(CCC3CC(O)CC(=O)O3)[C@@H]21 (some centres not stated)
 : -6% | -14%[19.4 µM] | . | . | -3% | . | -8% | . | .
Cc1nc(=O)c(-c2ccccc2)c(C)n1Cc1ccccc1
 : 2% | -4%[60.1 µM] | 16% | -3 | -4% | 11% | -7% | -7% | -1%
CC(=O)COc1ccc2c(c1C)O/C(=C\c1ccco1)C2=O
 : -3% | ? | ? | 0 | -6% | 22µM* | -23% | 45µM* | 65%[activator]
C=CCNc1nc(Nc2ccc(OC)cc2OC)nc(OCC)n1
 : -1% | -1% | 12% | -1 | -1% | 5% | -8% | 1% | -6%
CCCc1cc(=O)[nH]c(SC/C=C/c2ccccc2)n1
 : . | 2% | 24% | -6 | -2% | -7% | . | . | .
CCOc1ccccc1NC(=O)CN(c1ccc(OC)cc1)S(=O)(=O)c1c(C)noc1C
 : -9% | -3% | 15% | -1 | -7% | -3% | 42%[activator] | 0% | -4%
COc1cc2c(cc1OC)CN(Cc1cc(=O)n3c(-c4ccccc4)csc3n1)CC2
 : -12% | -17% | 260%[activator] | 1 | -4% | -7% | 120%[activator] | 23% | -4%
CC(C)(C)NC(=O)C(c1ccc(F)cc1)N(Cc1ccco1)C(=O)Cn1nnc(-c2cccs2)n1 (configuration not stated)
 : 6% | 2% | 7% | 1 | -5% | -11% | -7% | 14% | 0%
CC(C)CC1NC(=O)N(CC(=O)N2CCN(S(=O)(=O)c3ccc4ccccc4c3)CC2)C1=O (configuration not stated)
 : 3% | -8% | -10% | -2 | -2% | -15% | -12% | -7% | -1%
CCN1CCN(c2ccc(S(=O)(=O)N(CC)CC)cc2[N+](=O)[O-])CC1
 : -2% | -14% | 20% | 4 | 0% | -14% | -8% | 1% | -2%
CC(C)COC(=O)c1ccc2c(c1O)C(=O)c1ccccc1C2=O
 : -10% | -1% | 4% | 13 | 12% | ? | -20% | 5% | -1%

Entries above printed as active in POLH inh.
molecule | BLM helicase inh | POLK inh | POLI inh | LDHA block | Glioma ERSR ind | POLH inh | APEX1 inh
CC(=O)COc1ccc2c(c1C)O/C(=C\c1ccco1)C2=O | -3% | ? | ? | 0 | -6% | 22µM* | 65%[activator]

Arranged by SMILES length (lowest first): some entries from above
Values in the order – BLM helicase inh | POLK inh | POLI inh | LDHA block | Glioma ERSR ind | POLH inh | Anesthetic bind | POLB inh | APEX1 inh
O=C(NCc1cccs1)c1cc(S(=O)(=O)N2CCOCC2)ccc1N1CCCC1
 : . | -9% | 67%[activator] | -8 | -3% | -20% | . | . | -12%
CC(=O)N1CCc2c(sc(NC(=O)CS(=O)(=O)c3ccc(F)cc3)c2C#N)C1
 : . | -13% | 14% | -1 | -1% | 6% | . | . | 10%
CC(C)CC1NC(=O)N(CC(=O)N2CCN(S(=O)(=O)c3ccc4ccccc4c3)CC2)C1=O (configuration not stated)
 : 3% | -8% | -10% | -2 | -2% | -15% | -12% | -7% | -1%

Additional entries follow.
Values in the order – BLM helicase inh | POLK inh | POLI inh | LDHA block | Glioma ERSR ind | POLH inh | Anesthetic bind | POLB inh | APEX1 inh
CCOC(=O)C(NC(C)=O)(Nc1ccc(S(=O)(=O)Nc2nccs2)cc1)C(F)(F)F (configuration not stated)
 : -5% | -23% | 6% | -1 | 2% | 9% | -1% | 0% | -4%
Cc1ccc(C(=O)N2CCCC(Nc3ccc(F)cc3)C2)cc1C (configuration not stated)
 : -3% | -12% | -4% | -7 | -4% | -1% | -16% | -1% | 37%
COc1ccc(C(=O)NCCSCc2ccc(C)cc2)cc1
 : -3% | -1% | -4% | -2 | -2% | -15% | -18% | -1% | -1%
Cc1ccccc1N=Cc1c(O)n(-c2nccs2)c(=O)c2ccccc12
 : -8% | -10% | 5% | -5 | -2% | ? | -1% | -15% | -2%
C=CCn1c(SCC(=O)N2CCCC2)nc2scc(-c3cccs3)c2c1=O
 : -5% | -8% | 16% | 1 | -2% | ? | -12% | -4% | -5%
CC(C)(O)CN(C(=O)C(c1ccccc1)c1ccccc1)C1CCCCC1
 : . | -12% | -6% | -5 | -4% | -16% | . | . | .
COc1ccc(S(=O)(=O)N(C)C[C@H]2Oc3ccc(NS(=O)(=O)c4c(C)noc4C)cc3C(=O)N([C@H](C)CO)C[C@@H]2C)cc1
 : . | 0% | 6% | -1 | -5% | -16% | . | . | -14%
O=C1CCC(C(=O)N(c2ccccc2)C2(C(=O)NC3CCCCC3)CCCCC2)N1 (configuration not stated)
 : 3% | -9% | 14% | -6 | 2% | -10% | -13% | 32% | -9%
COc1ccc(-c2[nH]ncc2CN(C)Cc2cnccn2)c(OC)c1
 : -1% | -10% | 78%[activator] | -2 | -4% | 1% | -10% | 19% | -3%
O=C(CCNC(=O)c1ccccc1)Nc1ccc(F)c(Cl)c1
 : 5% | 9% | 21% | -1 | -3% | -14% | 1% | 41% | -7%
N#Cc1ccc(OCC(=O)Nc2nc(-c3ccncc3)cs2)cc1
 : . | -15% | -9% | -1 | -1% | -29% | . | . | -3%
Cc1ccccc1S(=O)(=O)N1C[C@H]2CON(C)[C@H]2C[C@H]1c1cccc(-c2ccc(C#N)cc2)c1
 : . | 2% | 50% | 1 | -1% | -22% | . | . | .
CCc1ccccc1NC(=O)CN(c1ccc(OC)cc1OC)S(=O)(=O)c1ccccc1[N+](=O)[O-]
 : -7% | -10% | 16% | -8 | -4% | -13% | -18% | ? | -7%
CC(C)CNC(=O)c1ccc2c(c1)C(=O)N(C1CCCCC1)C2=O
 : -2% | -3% | 112%[activator] | -6 | -1% | 9% | -5% | 6% | 9%
O=C(Cc1ccc(F)cc1)Nc1ccc(Cl)cn1
 : -1% | 1% | 123%[activator] | -4 | 1% | -17% | -17% | 14% | -4%

Another view of some results above:
| structure | BLM helicase inh | POLK inh | POLI inh | LDHA block | Glioma ERSR ind | POLH inh | Anesthetic bind | POLB inh | APEX1 inh |
| --- | --- | --- | --- | --- | --- | --- | --- | --- | --- |
| Cc1ccccc1S(=O)(=O)N1C[C@H]2CON(C)[C@H]2C[C@H]1c1cccc(-c2ccc(C#N)cc2)c1 | . | 2% | 50% | 1 | -1% | -22% | . | . | . |
| CCc1ccccc1NC(=O)CN(c1ccc(OC)cc1OC)S(=O)(=O)c1ccccc1[N+](=O)[O-] | -7% | -10% | 16% | -8 | -4% | -13% | -18% | ? | -7% |
| CC(C)CNC(=O)c1ccc2c(c1)C(=O)N(C1CCCCC1)C2=O | -2% | -3% | 112%[activator] | -6 | -1% | 9% | -5% | 6% | 9% |
| O=C(Cc1ccc(F)cc1)Nc1ccc(Cl)cn1 | -1% | 1% | 123%[activator] | -4 | 1% | -17% | -17% | 14% | -4% |

Next section.
Values in the order – BLM helicase inh | POLK inh | POLI inh | LDHA block | Glioma ERSR ind | POLH inh | Anesthetic bind | POLB inh | APEX1 inh
Cc1ccc(OC(=O)CCS(=O)(=O)c2ccc(C)cc2)cc1
 : -10% | -9% | -20% | 2 | -2% | -17% | -7% | 47% | -8%
O=C1CN(C(=O)COc2ccc(Br)cc2Br)c2ccccc2N1
 : -8% | -7% | -2% | -5 | -3% | -4% | -17% | 7% | 3%
COc1ccc(C)cc1NC(=O)CSc1ccc(Cl)cc1
 : -1% | -8% | -26% | 3 | 0% | -18% | 10% | 0% | -1%
O=C(c1cn(CCOc2ccccc2F)c2ccccc12)C1CCCCC1
 : -13% | -3% | 15% | -10 | -3% | -25% | 54%[activator] | -18% | .
CC(=O)Oc1c(Cl)c(N2CCOCC2)c(OC(C)=O)c2ccccc12
 : -2% | -1% | 11% | 10 | 5% | -1% | -2% | ? | -5%
C=C1C(=O)OC(CCCCCCCC)C1C(=O)O (configuration not stated)
 : -5% | 13%[60.1 µM] | . | . | -4% | . | 5% | . | -2%
O=C(NC1CC(=O)N(c2ccc(F)cc2)C1)c1ccc(S(=O)(=O)N2CCCC2)cc1 (configuration not stated)
 : 1% | 0%[60.1 µM] | -8% | -8 | -3% | -4% | -9% | -14% | .
CCOC(=O)CN1CC23C=CC(O2)C(C(=O)NC2CCCC2)C3C1=O (configuration not stated)
 : -6% | 10% | 9% | 1 | -3% | -9% | 15% | 11% | ?
COC(=O)CC1(C(=O)OC)Oc2ccc(Br)cc2C(=O)N1c1ccc(Br)cc1Cl (configuration not stated)
 : -11% | -10% | 3%[58.9 µM] | -2 | -3% | -22% | 0% | -27% | -4%
CCOC(=O)c1[nH]cnc1C(=O)NCc1ccccc1
 : -2% | -40% | -19% | 0 | 1% | -15% | -5% | 29% | 3%
Cc1ccc(NC(=O)c2ncn(CC(=O)NCc3ccc4[nH]ccc4c3)n2)cc1C
 : . | -6% | -7% | -18 | 4% | -4% | . | . | -6%
CCOc1cc(-c2noc(N)c2C(=O)OC)cc(OCC)c1OCC
 : -4% | -8% | 24% | 1 | -5% | -23% | -14% | 6% | -4%

Compound activity (PubChem BioAssay)
